M1 PAM parental = counter-screen for M1 PAMs: effect in parental CHO-K1 cells; 0.02% of 360,000 active; activation, % at 3 µM; ATP EC20, Fluo-8 calcium fluorescence; 0% at ATP EC20, 100% at ATP max; AID 602247;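 active = activation above the run cutoff, the mean activation of all test compounds plus 3 SD, cut at about 40% in these data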;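 note: peak over basal fluorescence ratio in a 140 s read after ATP addition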
M5 ag = CHRM5 agonism in calcium assay; P08912; CHO-K1 hM5 cells, Fluo-8 calcium fluorescence; 0% DMSO wells, 100% maximal acetylcholine response; activation, % at 3 µM; 0.19% of 360,000 active; AID 624037;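 active = activation above the run's mean over test compounds plus 3 SD, cut at about 23% in these data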;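 note: signal is peak over basal fluorescence ratio across the kinetic read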
TAAR1 antag = antagonists of human TAAR1. Q96RJ0. CHO RD-HGA16 TAAR1, Fluo-8 calcium fluorescence, antagonist. inhibition, % at 3 µM. 1.5% of 360,000 active. AID 624466;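 active = inhibition above a per-plate cutoff, the mean inhibition of test compounds on that plate plus 3 SD, cut at about 49% in these data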;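 note: 0% = DMSO plus EC80 beta-PEA response and 100% = DMSO alone without agonist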
Target sequence (Q96RJ0 whole entry, looked up): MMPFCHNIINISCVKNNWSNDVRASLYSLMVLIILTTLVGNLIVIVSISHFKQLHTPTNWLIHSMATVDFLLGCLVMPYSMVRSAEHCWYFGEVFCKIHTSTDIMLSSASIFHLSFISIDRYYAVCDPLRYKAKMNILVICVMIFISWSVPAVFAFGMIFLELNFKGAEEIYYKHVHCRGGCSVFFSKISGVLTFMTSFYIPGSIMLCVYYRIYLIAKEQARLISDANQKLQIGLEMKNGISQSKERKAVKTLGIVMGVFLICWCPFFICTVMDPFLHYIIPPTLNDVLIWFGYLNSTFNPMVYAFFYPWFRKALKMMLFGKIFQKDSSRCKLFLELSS
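Assay system: RD-HGA16 CHO cells with stable hTAAR1 and Gα16 / Reagent: EC80 β-phenethylamine stimulus / Doses: 3 µM, single point / Timing: dye loading 75 min at 37 °C, then 30 min room temperature / Measured by: Fluo-8 intracellular calcium dye fluorescence, real-time kinetic reads / Controls: vehicle wells and EC80 agonist wells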
CRFBP-R2 agonist = agonists of human CRF-binding protein/CRF-R2 receptor complex. HEK293 CRF-R2/CRF-BP, calcium dye fluorescence (FLIPR); percent of saturating CRF peptide response. activation, % at 13.2 µM. 0.46% of 350,000 active. AID 588473;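 active = activation of at least 50%, plus an integration ratio under a set limit after plate pattern correction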;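 note: plate controls were neutral control wells without compound for no effect and CRF at EC100 for full effect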
TAAR1 ag = human TAAR1 agonism; 0.99% of 360,000 active; CHO RD-HGA16 TAAR1, Fluo-8 calcium fluorescence; vehicle wells 0%, saturating PEA agonist 100%; activation, % at 3 µM; Q96RJ0;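 active = activation above the mean activation of all test compounds in the run plus 3 SD, cut at about 38% in these data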
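test system = CHO RD-HGA16 cells carrying human TAAR1 plus Gα16 | schedule = 17-24 h seeding, 75 min 37 °C dye, 30 min RT | compound dosing = 3 µM single concentration | control set = DMSO and PEA EC100 | replicates = n 1 | signal = Fluo-8 fluorescence, 5 s baseline then 140 s kinetic read | measure = percent activation vs PEA EC100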
CHRM4 PAM = potentiates acetylcholine response at human M4 receptor; activation, % at 3 µM; 0.4% of 360,000 active; P08173; AID 624126; CHO-K1 hM4/Gqi5, Fluo-8 calcium fluorescence, ACh EC20; 0% = ACh EC20, 100% = maximal ACh;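 active = activation above its plate's cutoff, the mean activation of sample wells plus 3 SD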; note: some results filed as inactive read as strong as hits
Target sequence (P08173 whole entry, looked up): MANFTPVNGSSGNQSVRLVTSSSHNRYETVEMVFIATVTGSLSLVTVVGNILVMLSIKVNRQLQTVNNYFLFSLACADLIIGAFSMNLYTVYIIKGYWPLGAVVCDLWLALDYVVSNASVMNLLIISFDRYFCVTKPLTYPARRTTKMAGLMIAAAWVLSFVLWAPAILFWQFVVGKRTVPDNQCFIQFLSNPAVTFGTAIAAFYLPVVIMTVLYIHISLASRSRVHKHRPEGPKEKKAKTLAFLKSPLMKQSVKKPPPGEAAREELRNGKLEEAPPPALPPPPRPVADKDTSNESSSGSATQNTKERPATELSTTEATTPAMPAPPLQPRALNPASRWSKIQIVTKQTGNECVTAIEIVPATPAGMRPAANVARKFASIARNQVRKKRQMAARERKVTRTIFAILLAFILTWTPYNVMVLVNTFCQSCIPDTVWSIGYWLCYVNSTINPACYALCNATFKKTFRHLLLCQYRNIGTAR
CHRM5 antagonist = blocks acetylcholine activation of human M5 receptor; 0.59% of 360,000 active; inhibition, % at 3 µM; AID 624040; CHO-hM5 cells, Fluo-8 calcium fluorescence, ACh EC80;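 active = inhibition above a per-plate cutoff, the mean of that plate's test compounds plus 3 SD, cut at about 27% in these data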;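 note: 0% = acetylcholine EC80 with DMSO and 100% = DMSO without agonist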
CRFBP-R2 block = blocks CRF-induced signaling of the CRF-BP/CRF-R2 complex; HEK293 CRF-R2/CRF-BP, CRF-induced calcium fluorescence; inhibition, % at 11.8 µM; 0.59% of 350,000 active;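 active = inhibition of the ligand-induced calcium signal above about 50% at the single tested concentration, limit read from the data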
M5 PAM = positive allosteric modulators of human muscarinic M5 receptor; CHO-K1 hM5, Fluo-8 calcium, ACh EC20 PAM; 0% = ACh EC20, 100% = ACh EC100; activation, % at 3 µM; 0.3% of 360,000 active; AID 624038;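 active = activation above the run cutoff, the mean activation of all test compounds plus 3 SD, cut at about 18% in these data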
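system = human M5 receptor in CHO-K1 cells | compound = one concentration, 3 µM final (nominal) | schedule = Post-acetylcholine fluorescence recording 140 s | signal = Fluo-8 calcium dye fluorescence, kinetic read | benchmarks = low control EC20 acetylcholine (0%), high control EC100 acetylcholine (100%) | repeats = singlicate, one well per test compound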
Numbers without * were called inactive; . = not tested or not shown.

SMILES	M1 PAM parental	M5 ag	TAAR1 antag	CRFBP-R2 agonist	TAAR1 ag	CHRM4 PAM	CHRM5 antagonist	CRFBP-R2 block	M5 PAM
COc1ccc(NS(=O)(=O)c2cc(NC(=O)Cn3cnc4c3c(=O)n(C)c(=O)n4C)ccc2C)cc1	4.6	-1.4	5.2	0.9	2.3	-6.0	7.5	-8.6	1.1
Cn1c(COc2ccc(F)cc2)nc2ccccc21	10.9	-3.0	7.4	1.5	-3.0	-3.2	10.2	-13.0	0.9
CCCS(=O)(=O)c1nc(S(=O)(=O)c2ccc(C)cc2)c(N2CCC(C(N)=O)CC2)s1	9.0	-5.6	4.1	-4.2	5.4	6.5	3.7	-7.8	-3.5
Cc1ccc(SCc2c(C(=O)N/N=C/c3ccccc3)nnn2-c2nonc2N)cc1	22.1	-2.6	29.2	6.5	1.4	-2.0	14.0	16.3	-6.8
COC(=O)c1cn(C(=O)c2ccc(Cl)cc2)c2ccccc12	2.4	-2.7	0.4	-0.2	-0.9	-13.0	9.6	-16.8	-0.4
CC(C)Sc1nc(N)c2c3c(sc2n1)CN(C)CC3	4.9	-0.4	-10.5	3.1	5.4	16.4	-3.5	14.2	3.8
CCOC(=O)C1CCCN(C(=O)c2cncc(Br)c2)CC1 (centres undefined)	11.8	0.7	0.2	.	0.7	4.0	-12.5	.	5.5
O=C(Cn1nnc(-c2ccccc2Cl)n1)N1CCCCC1	-3.2	-4.0	-9.3	-1.0	1.0	-1.7	4.7	3.6	-2.7
COc1ccc(NC(=O)CSc2nc(=O)n(CCN3CCOCC3)c3c2CCC3)cc1	-9.2	1.6	-10.2	0.9	2.7	1.9	6.0	-8.2	-2.1
CCN(CC)CCCNc1oc(-c2ccc(OC)c(OC)c2)nc1C#N	-5.7	-0.1	-16.5	0.2	16.8	2.6	1.6	9.3	-1.4
Cc1ccc(S(=O)(=O)CCC(=O)NC2CCCC2)cc1	12.2	-2.2	-14.9	0.3	0.4	-5.8	8.8	7.5	-3.3
Cc1cnccc1CN(C)Cc1cn(C)nc1-c1cccc(Cl)c1	18.0	-10.0	19.3	-0.9	0.1	2.8	14.6	1.9	-9.2
Cc1ccc(-c2nnc(Nc3ccc4c(c3)OCO4)c3ccccc23)cc1S(N)(=O)=O	16.9	-5.2	8.2	-1.4	0.0	-5.8	9.3	31.0	-9.1
O=S(=O)(c1ccc(Br)cc1F)N1CCC(O)CC1	26.9	0.4	8.1	-1.5	4.2	4.4	-1.6	27.5	-0.3
CCOC(=O)c1ccc(N2Cc3ccccc3C2=NC(=O)c2cccs2)cc1	16.9	-4.2	1.1	2.6	-0.9	-7.0	-3.8	-12.7	0.0
COc1cccc(C(=O)OCC(=O)N2CCc3ccccc3C2)c1OC	15.3	0.3	14.4	0.7	7.3	0.5	-3.1	-5.0	1.7
COCCN(C(=O)c1ccc(OCC(C)C)cc1)c1c(N)n(Cc2ccccc2)c(=O)[nH]c1=O	9.5	-3.5	-25.9	0.5	10.2	17.8	-0.4	-5.7	6.2
CCSc1nnc(NC(=O)c2cccc(OCc3c(C)noc3C)c2)s1	11.9	-2.6	21.5	1.8	1.8	-3.0	1.4	-50.9	-7.9
CC(=O)N1c2ccccc2C2CCCC[C@H]21 (some centres undefined)	-3.1	-1.6	-5.2	-1.3	0.3	-2.8	15.7	-6.3	-12.3
CN(C)CCCC(=O)c1ccc2c(c1)OCO2	15.0	-2.3	1.7	-1.3	13.8	-2.9	0.8	-9.3	-5.0

Single records (already shown). Order of values: M1 PAM parental, M5 ag, TAAR1 antag, CRFBP-R2 agonist, TAAR1 ag, CHRM4 PAM, CHRM5 antagonist, CRFBP-R2 block, M5 PAM
CCSc1nnc(NC(=O)c2cccc(OCc3c(C)noc3C)c2)s1 in the list: 11.9, -2.6, 21.5, 1.8, 1.8, -3.0, 1.4, -50.9, -7.9
COCCN(C(=O)c1ccc(OCC(C)C)cc1)c1c(N)n(Cc2ccccc2)c(=O)[nH]c1=O in the list: 9.5, -3.5, -25.9, 0.5, 10.2, 17.8, -0.4, -5.7, 6.2
CCOC(=O)c1ccc(N2Cc3ccccc3C2=NC(=O)c2cccs2)cc1 in the list: 16.9, -4.2, 1.1, 2.6, -0.9, -7.0, -3.8, -12.7, 0.0

(list continues)
SMILES	M1 PAM parental	M5 ag	TAAR1 antag	CRFBP-R2 agonist	TAAR1 ag	CHRM4 PAM	CHRM5 antagonist	CRFBP-R2 block	M5 PAM
Cc1cc(NC(=O)c2cccc(Br)c2)n[nH]1	11.6	1.3	2.4	-0.4	3.9	1.5	12.9	2.6	-2.5
CN(Cc1cnn(C)c1)Cc1nc(C(c2ccccc2)c2ccccc2)no1	14.0	-9.3	5.9	-0.7	0.3	5.0	-0.5	20.9	-6.1
COc1cc(/C=C2\SC(c3ccccc3)=NC2=O)cc(Cl)c1O	8.1	-1.4	10.2	-2.6	10.3	5.4	13.6	24.4	-2.5
Cc1ccccc1NC(=O)CCCn1nc(C)c2c(C)n(-c3ccccc3)nc2c1=O	8.9	-1.4	-20.3	-1.0	-0.3	1.7	4.1	4.4	1.9
CCCC(=O)Nc1cc(C)c(NC(=O)c2cccs2)cn1	14.5	-3.8	-8.6	0.8	7.0	1.5	4.5	19.4	-2.3
Cc1ccc(Nc2nc(N)nc(N)c2N=O)cc1C	10.1	6.0	.	.	.	5.1	-7.2	.	0.7
c1ccc(-n2nnnc2NCCCN2CCOCC2)cc1	-1.3	-3.5	-4.0	-6.0	-0.5	2.7	1.5	47.4	2.2
O=C(Nc1cccc(Cl)c1)C1=Cc2cc(Cl)ccc2OC1	6.3	-2.4	22.0	3.6	4.1	-7.2	20.0	-9.1	-21.7
CC1=NN(c2ccccc2)C(=O)/C1=C\c1c(C)[nH]n(-c2ccccc2)c1=O	23.5	1.0	10.5	9.6	2.2	6.9	5.4	8.7	1.2
COc1ccc(CCN(Cc2cc3cc(C)c(C)cc3nc2Cl)C(=O)C2CC2)cc1	16.8	0.1	-8.1	0.9	18.3	8.2	-1.6	-8.6	8.5
O=C(Nc1nc2n(n1)C(c1ccccc1)C=C(c1ccccc1)N2)c1ccco1 (centres undefined)	-3.6	-1.0	33.5	-4.2	14.2	-9.0	-2.2	-24.6	-2.1
CCCN(CC(=O)Nc1ccccc1C)C(=O)c1ccc(C)c(S(=O)(=O)N2CCCCC2)c1	14.7	0.1	-8.0	0.3	0.1	2.3	7.3	7.7	-1.8
COc1ccc(-c2nnc(SCC(=O)Nc3cc(C)on3)n2C)cc1OC	16.0	1.5	21.2	0.3	4.5	12.1	-5.5	-5.4	10.8
COc1ccc(S(=O)(=O)NCC(c2cccnc2)N2CCN(C)CC2)cc1OC (centres undefined)	22.3	-4.6	-17.3	6.5	3.5	8.1	-4.4	-2.3	6.2
O=C(COc1ccccc1)NCC(=O)Nc1cccc(S(=O)(=O)NC2=NCCC2)c1	-7.3	-0.1	-19.2	1.2	2.7	-0.6	-8.5	-4.5	-0.8
CCOC(=O)C1=C(CC)OC(N)=C(C#N)C1c1ccc(OC)cc1OC (centres undefined)	22.6	-4.6	17.8	23.8	7.9	10.1	0.9	-37.1	2.4
Cc1ccc(NC(=S)N2CCN(c3ccccc3F)CC2)c(C)c1	8.6	-10.8	-1.9	0.8	9.1	-1.3	18.8	7.3	-6.3
CCO[C@H]1OC(C(=O)N2CCN(Cc3ccccc3)CC2)=C[C@@H](C2CCCCC2)[C@@H]1CCCO	4.6	-0.9	-11.6	3.3	3.0	-1.7	-2.8	3.6	2.0
N#Cc1ccccc1OCc1nnc(-c2ccccc2Br)o1	-4.1	-0.6	7.8	0.0	3.0	-7.2	8.4	5.5	-0.4
CCN1C(=O)[C@H]2[C@@H](c3ccc(C)cc3)N3C(=O)N(c4ccc(OC)cc4)C(=O)[C@@]3(Cc3ccccc3)[C@H]2C1=O	1.3	2.3	9.7	-1.5	-0.3	16.9	-6.1	-2.5	3.5
COc1ccc(NC(=O)c2ccc3c(c2)C(=O)N(Cc2ccncc2)C3=O)cc1S(N)(=O)=O	-8.8	5.2	-19.5	-3.3	-0.2	11.5	2.0	1.9	9.0
Cc1cc(=O)oc2cc(OCc3ccc(C(=O)OCC(=O)N(C)C4CCS(=O)(=O)C4)cc3)ccc12 (centres undefined)	20.4	-4.7	-33.3	1.6	1.4	5.4	4.4	-11.6	6.5
COc1ccc(C(=O)Nc2ccnn2C2CCN(Cc3ccncc3)CC2)cc1	-10.2	0.9	-6.0	-0.4	1.5	-4.7	-10.5	2.7	5.4
CC(=O)Nc1ccc(NC(=O)CN(c2cc(Cl)ccc2Cl)S(C)(=O)=O)cc1	11.2	2.1	-4.9	-0.4	7.7	-12.1	15.6	7.6	-18.2
O=C1CC(=O)Nc2cc(S(=O)(=O)Nc3ccc(Cl)c(C(F)(F)F)c3)ccc2N1	12.5	-4.7	-13.0	-0.6	-0.1	6.3	2.9	8.7	-4.3
COc1ccc(NC(=S)Nc2ccc(N(C)C(C)=O)cc2)cc1	13.9	0.3	-11.2	0.3	-0.5	-1.1	5.8	1.0	1.8
COc1cccc(CNC(=O)C(CC(C)C)NC(=O)c2ccccc2C)c1 (centres undefined)	-6.6	-1.1	0.9	-1.6	2.7	-2.9	7.5	0.1	-6.9
COC(=O)CCn1c(C)cc(C(=O)COc2ccccc2C(N)=O)c1C	6.3	11.8	27.0	4.6	12.9	-13.1	18.9	9.0	-27.1
Cn1c(SCc2ccccc2F)nc2cccnc21	18.9	-3.6	1.4	-1.2	0.6	-0.6	-4.3	-9.3	4.5
O=C(CCCn1c(=S)[nH]c2ccccc2c1=O)NC1CCCC1	4.1	2.8	-2.2	-2.4	1.2	5.0	-3.0	-6.9	4.5
COCCN1CCn2c(nc3cc(NC(=O)c4cccs4)ccc32)C1	2.7	0.2	8.4	-0.1	0.7	2.5	3.5	1.3	-5.5
Cc1ccc(S(=O)(=O)N2CCOCC2)cc1NC(=O)COC(=O)COc1cccc2c1OC(C)(C)C2	3.0	-0.9	-1.6	0.2	4.8	1.5	-6.8	0.5	-1.8
CC(C)CN(C(=O)COC(=O)c1cnccn1)c1c(N)n(Cc2ccccc2)c(=O)[nH]c1=O	14.5	-3.2	-9.9	0.6	-0.9	2.1	5.6	1.6	-2.4
Cn1nnnc1Sc1ncnc2scc(-c3ccccc3C(F)(F)F)c12	4.2	-13.0	-4.8	-2.4	3.7	-1.4	5.7	3.2	-3.3
CCS(=O)c1ccccc1C(=O)OCC(=O)Nc1cccc(S(=O)(=O)N2CCCCC2)c1 (centres undefined)	-6.1	5.5	15.3	1.1	12.0	-2.5	9.6	-9.1	-16.7
O=C(CN1C2CCC1CC(NC(=O)C1CC1)C2)NCc1ccccc1 (centres undefined)	15.0	-2.0	-4.5	-2.0	0.3	3.5	2.9	11.4	0.1
Cc1ccc(-c2cc(C(F)F)n3ncc(C(=O)N4CCc5ccccc54)c3n2)cc1	24.0	-0.3	-23.8	-0.3	-2.4	12.6	-0.8	-21.5	1.6
